# M5 antag – blocks acetylcholine activation of human M5 receptor; CHO-hM5 cells, Fluo-8 calcium fluorescence, ACh EC80; inhibition, % at 3 µM; 0.59% of 360,000 active; AID 624040;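 active = inhibition above a per-plate cutoff, the mean of that plate's test compounds plus 3 SD, cut at about 27% in these data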;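 note: 0% = acetylcholine EC80 with DMSO and 100% = DMSO without agonist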
# Target sequence (P08912 whole entry, looked up): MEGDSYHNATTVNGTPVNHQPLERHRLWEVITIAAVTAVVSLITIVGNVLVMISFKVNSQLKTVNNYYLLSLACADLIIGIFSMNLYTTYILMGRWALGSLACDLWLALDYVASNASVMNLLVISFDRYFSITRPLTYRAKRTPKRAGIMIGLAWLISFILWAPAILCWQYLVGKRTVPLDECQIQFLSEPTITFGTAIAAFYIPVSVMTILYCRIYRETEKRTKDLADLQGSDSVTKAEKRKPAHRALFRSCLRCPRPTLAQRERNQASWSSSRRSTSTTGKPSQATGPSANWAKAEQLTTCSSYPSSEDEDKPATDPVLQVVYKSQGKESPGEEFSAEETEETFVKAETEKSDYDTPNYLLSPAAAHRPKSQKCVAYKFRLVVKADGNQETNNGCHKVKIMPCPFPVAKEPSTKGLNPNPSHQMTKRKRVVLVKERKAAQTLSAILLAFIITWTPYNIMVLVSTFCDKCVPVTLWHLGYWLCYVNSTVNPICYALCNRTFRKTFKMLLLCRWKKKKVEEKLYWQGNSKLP
# CRFBP-R2 block – blocks CRF-induced signaling of the CRF-BP/CRF-R2 complex | HEK293 CRF-R2/CRF-BP, CRF-induced calcium fluorescence | inhibition, % at 11.8 µM | 0.59% of 350,000 active | AID 588475;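 active = inhibition of the ligand-induced calcium signal above about 50% at the single tested concentration, limit read from the data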
# CHRM4 agonist – CHRM4 agonism in calcium assay. P08173. 0.14% of 360,000 active. CHO-K1 hM4/Gqi5, Fluo-8 calcium fluorescence; vehicle 0%, full acetylcholine response 100%. activation, % at 3 µM;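 active = activation above the run mean over all test wells plus 3 SD, cut at about 32% in these data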;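 note: peak over basal fluorescence ratio per well then scaled between controls; 0% = DMSO wells and 100% = acetylcholine at EC100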
# Target sequence (P08173 whole entry, looked up): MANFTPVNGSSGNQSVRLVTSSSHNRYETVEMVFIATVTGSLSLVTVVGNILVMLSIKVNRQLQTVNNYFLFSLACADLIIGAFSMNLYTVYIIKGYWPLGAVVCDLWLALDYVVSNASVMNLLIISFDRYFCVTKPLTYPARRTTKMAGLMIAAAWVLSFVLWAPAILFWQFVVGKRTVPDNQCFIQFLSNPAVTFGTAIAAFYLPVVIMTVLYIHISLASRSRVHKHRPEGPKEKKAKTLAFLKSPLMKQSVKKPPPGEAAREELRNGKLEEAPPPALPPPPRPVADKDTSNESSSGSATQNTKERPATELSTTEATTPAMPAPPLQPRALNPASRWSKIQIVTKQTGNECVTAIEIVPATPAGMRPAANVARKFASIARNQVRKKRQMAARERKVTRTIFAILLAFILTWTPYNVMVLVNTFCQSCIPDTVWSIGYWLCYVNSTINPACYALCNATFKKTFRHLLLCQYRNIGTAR
# M5 PAM – potentiates acetylcholine response at human M5 receptor | P08912 | CHO-K1 hM5, Fluo-8 calcium, ACh EC20 PAM; 0% = ACh EC20, 100% = ACh EC100 | activation, % at 3 µM | 0.3% of 360,000 active;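 active = activation above the run cutoff, the mean activation of all test compounds plus 3 SD, cut at about 18% in these data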
#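 Replicates: One well per compound, no replicates | System: Human M5 receptor in CHO-K1 cells | Benchmarks: Low control EC20 acetylcholine (0%), high control EC100 acetylcholine (100%) | Probe or stimulus: Acetylcholine, EC20 level | Times: Fluo-8 loading 80 min at 37 °C plus 30 min room temperature | Signal: Intracellular calcium via Fluo-8 fluorescence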
# M4 PAM – CHRM4 positive allosteric modulation; P08173; CHO-K1 hM4/Gqi5, Fluo-8 calcium fluorescence, ACh EC20; 0% = ACh EC20, 100% = maximal ACh; activation, % at 3 µM; 0.4% of 360,000 active; AID 624126;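 active = activation above its plate's cutoff, the mean activation of sample wells plus 3 SD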; note: some results filed as inactive read as strong as hits
# M5 ag – agonists of human muscarinic M5 receptor (CHRM5) | AID 624037 | P08912 | 0.19% of 360,000 active | CHO-K1 hM5 cells, Fluo-8 calcium fluorescence; 0% DMSO wells, 100% maximal acetylcholine response | activation, % at 3 µM;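 active = activation above the run's mean over test compounds plus 3 SD, cut at about 23% in these data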;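 note: signal is peak over basal fluorescence ratio across the kinetic read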
# M4 antag – antagonists of human muscarinic M4 receptor (CHRM4); P08173; CHO-hM4 cells, ACh EC80, Fluo-8 calcium fluorescence; inhibition, % at 3 µM; 0.73% of 360,000 active; AID 624125;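 active = inhibition above its plate's cutoff, the mean inhibition of sample wells plus 3 SD, cut at about 27% in these data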;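 note: 0% = acetylcholine EC80 with DMSO and 100% = DMSO without agonist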
# IDE cell inh – inhibitors of human insulin-degrading enzyme in cells; P14735; HEK cells, FAbetaB cleavage, fluorescence polarization; inhibition, % at 5.59 µM; 0.41% of 320,000 active; AID 434962;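 active = percent inhibition above the average of all tested compounds plus 3 SD, set per screening campaign, cut at about 16% in these data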;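 note: IDE supplied by intact live HEK cells; FP after avidin binding of uncleaved biotin substrate so inhibition keeps polarization high; 0% = DMSO wells and 100% = 60 µM reference IDE inhibitor Ii1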
# CRFBP-R2 agonist – CRF-BP/CRF-R2 complex agonism; HEK293 CRF-R2/CRF-BP, calcium dye fluorescence (FLIPR); percent of saturating CRF peptide response; AID 588473; activation, % at 13.2 µM; 0.46% of 350,000 active;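 active = activation of at least 50%, plus an integration ratio under a set limit after plate pattern correction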;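 note: plate controls were neutral control wells without compound for no effect and CRF at EC100 for full effect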
# * hit, by the source's call; nt = not tested or not shown.
item	smiles	M5 antag	CRFBP-R2 block	CHRM4 agonist	M5 PAM	M4 PAM	M5 ag	M4 antag	IDE cell inh	CRFBP-R2 agonist
1	COc1ccc(NC(=O)c2cc(-c3ccccc3Cl)no2)cc1	1	2	2	-2	-2	-1	2	2	1.8
2	O=C(Cc1ccccc1)Oc1coc(CSc2ncccn2)cc1=O	1	-7	1	-1	6	0	2	0	-0.9
3	Cc1ccc(O)c(C(=O)c2cnc3c(c2)c(C)nn3C)c1	-5	-8	4	2	-10	3	7	5	0.1
4	COc1ccccc1CCC(=O)OCC(=O)Nc1ccc(S(N)(=O)=O)cc1	11	-7	2	-1	4	-2	3	3	-4.0
5	Cc1ccccc1NC(=O)NCCc1nc2ccccc2[nH]1	-8	-8	1	6	11	-3	-5	4	2.4
6	Cc1ccc(C(=O)N2CCN(c3cc4c(cc3[N+](=O)[O-])n(C)c(=O)n4C)CC2)cc1	1	11	2	-2	1	0	7	2	-1.5
7	Cc1cc(=O)[nH]c(N/N=C/c2sccc2C)n1	2	4	0	-3	2	-1	7	-1	-2.6
8	CC(=O)N(C)c1ccc(NC(=O)C(Sc2ccccc2)c2ccccc2)cc1 (stereo unspecified)	15	-6	15	-10	-7	-3	-11	4	-0.2
9	COc1ccccc1CNC(=O)C(NS(=O)(=O)c1cccc2nsnc12)C(C)C (stereo unspecified)	-18	8	17	11	25	1	11	-1	-0.9
10	c1ccc2c(c1)nnn2-c1ccncc1	-6	-2	1	2	3	1	-8	nt	2.7
11	O=C(Cn1c(NCCO)nc2ccccc21)NCC(F)(F)F	4	4	0	4	-5	1	2	2	-0.2
12	CCCCc1ccc(C(=O)NC(C(=O)O)C(C)C)cc1 (stereo unspecified)	-3	14	0	2	3	0	8	0	-0.9
13	Cn1nc(C(F)(F)F)c(/C=N/OCc2c(Cl)cccc2Cl)c1Cl	9	19	0	-6	-1	0	10	8	0.7
14	O=c1ccc(/C=C/c2ccccc2)nn1Cc1ccccc1Cl	14	-6	-1	-2	2	-3	6	2	11
15	O=C(OCc1nnc(-c2ccccc2)o1)c1ccccc1	3	-3	0	2	8	6	12	2	-4.5
16	Cc1ccccc1/C=N/NC(=O)Cc1ccc(Cl)cc1	-14	-39	0	5	3	-2	-16	-3	1.1

# Grouped by structure, those above containing an aryl methoxy group
item	smiles	M5 antag	CRFBP-R2 block	CHRM4 agonist	M5 PAM	M4 PAM	M5 ag	M4 antag	IDE cell inh	CRFBP-R2 agonist
1	COc1ccc(NC(=O)c2cc(-c3ccccc3Cl)no2)cc1	1	2	2	-2	-2	-1	2	2	1.8
4	COc1ccccc1CCC(=O)OCC(=O)Nc1ccc(S(N)(=O)=O)cc1	11	-7	2	-1	4	-2	3	3	-4.0
9	COc1ccccc1CNC(=O)C(NS(=O)(=O)c1cccc2nsnc12)C(C)C (stereo unspecified)	-18	8	17	11	25	1	11	-1	-0.9

# (continued)
item	smiles	M5 antag	CRFBP-R2 block	CHRM4 agonist	M5 PAM	M4 PAM	M5 ag	M4 antag	IDE cell inh	CRFBP-R2 agonist
17	COc1ccc(C(=O)NCc2csc(C(C)C)n2)cc1OC1CCN(C(C)=O)CC1	0	15	2	3	6	0	-7	0	-1.2
18	CCc1nc2ccc(C(=O)Nc3cccc(OCC(=O)N(C)C)c3)cn2c1N(C)C(=O)c1ccncc1	-4	nt	1	-3	8	-1	-32	nt	nt
19	CS(=O)(=O)c1ccc(Nc2nc(C(N)CCc3ccccc3)cs2)cc1 (stereo unspecified)	-2	nt	2	4	3	1	-6	nt	nt
20	CC(C)(C)c1ccc(N2C(=N)SCC2=O)cc1	15	-3	1	-4	-9	2	1	-6	-0.1
21	CCOC(=O)N1CCN(CC(=O)N2c3ccccc3CCc3ccccc32)CC1	2	19	0	2	-15	3	12	-4	2.9
22	Cc1ccc(S(=O)(=O)NCCC(=O)NC2CCCCC2C)cc1 (stereo unspecified)	3	2	1	-6	4	-2	0	-4	-1.6
23	O=C(CNC1CCCCC1)NN=C(c1ccccc1)c1ccccc1	7	-20	2	6	-4	-13	-4	-1	-0.3
24	COC(=O)c1ccc(NC(=O)C2C3C=CC(O3)C2C(=O)O)cc1 (stereo unspecified)	1	-10	0	-1	8	2	9	2	0.1
25	Cc1cc(=O)n2c(C)n[nH]c2n1	-3	8	2	-2	0	-3	-4	-5	0.8
26	CCC/S(C)=N/S(=O)(=O)c1ccc(C)cc1 (stereo unspecified)	4	-2	0	-1	2	-1	7	-4	-2.4
27	Cc1ccc(C(=O)OCC(=O)c2ccc[nH]2)s1	-4	-1	2	-7	-2	-1	4	8	-0.2
28	Cc1cccc(OCC(=O)NNC(=O)Cn2c(=O)cnc3ccccc32)c1	10	2	1	2	10	-2	-2	3	0.1
29	COc1cc(CN(C2CCCCC2)S(=O)(=O)c2ccc(S(=O)(=O)N(C)C3CCCCC3)cc2)cc(OC)c1OC	10	-16	0	-5	-6	-1	9	7	2.6
30	O=C(O)CC12CC3CC(C1)CC(n1cncn1)(C3)C2	-6	4	1	2	8	-2	-6	1	-1.1
31	Cc1ccc(S(=O)(=O)/C(C#N)=C/c2c(N3CCOCC3)nc3c(C)cccn3c2=O)cc1	15	7	6	-26	-7	-3	9	-2	9.1
32	C[C@H]1CN([C@@H](C)CO)C(=O)Cc2cc(NC(=O)CCC(F)(F)F)ccc2O[C@H]1CN(C)S(=O)(=O)c1ccc(Cl)cc1	-3	-8	1	6	-15	-6	36*	5	2.0
33	COc1ccccc1C(=O)O/N=C1/CCCc2c1ccc(OC)c2[N+](=O)[O-]	2	-5	6	-9	-9	-7	-7	2	1.0
34	COc1ccc(OC(C)C(=O)Nc2cccc([N+](=O)[O-])c2)cc1 (stereo unspecified)	3	26	1	-3	4	-2	13	8	-1.5
35	O=C(CSc1nc2ccccc2s1)CSc1nc2ccccc2s1	0	-3	2	-2	-2	0	-4	-1	5.5
36	O=C(NCc1cccc(C(F)(F)F)c1)c1csc([C@@H]2C[C@H](O)[C@@H](CO)O2)n1	-1	nt	0	-1	-3	1	0	nt	nt
37	CSc1cccc(NC(=O)CCCn2c(=O)c3cccn3c3cccnc32)c1	5	-13	14	-5	-5	-3	-2	-2	0.3
38	Fc1ccc(C(c2nnnn2CCc2ccccc2)N2CCCc3ccccc32)cc1 (stereo unspecified)	-7	3	0	-1	2	-6	0	4	0.8
39	COc1cc(C(=O)Nc2ccc([N+](=O)[O-])cn2)cc(OC)c1OC	3	-33	10	-7	-13	1	-14	2	-3.8
40	CCOC(=O)C1(Cc2cccc(OC)c2)CCCN(Cc2c(C)nn(C(C)C)c2C)C1 (stereo unspecified)	-18	-9	2	7	8	4	-11	5	0.8
41	Nc1ccc(S(=O)(=O)Nc2ccccn2)cc1	-3	7	1	4	-1	0	-9	-1	-0.6
42	CC1(C)Cc2c(c(=S)nc(-c3ccccc3)n2CCO)CO1	-4	-11	1	-1	10	-2	-14	4	1.2
43	O=C(NCC(c1cccs1)N1CCOCC1)c1ccccc1NS(=O)(=O)c1cccc([N+](=O)[O-])c1 (stereo unspecified)	0	44	7	-1	-2	4	-6	8	4.7
44	O=S(=O)(Nc1cccc(S(=O)(=O)N2CCCC2)c1)c1ccc(Cl)cc1	1	3	1	6	-3	-1	0	-3	-1.1
45	CCOC(=O)c1[nH]c2ccc(F)cc2c1NC(=O)CCN1CCOCC1	0	-6	0	2	-4	-1	-2	0	1.6
46	Oc1ccccc1-c1cc(C(F)(F)C(F)F)nc(-c2ccccc2)n1	0	-78	0	-3	-5	1	11	2	1.7
47	COC(=O)c1ccc(/C=C/C(=O)c2cccc(OC)c2)cc1	-1	28	1	0	0	-3	2	0	-2.1
48	CCN(/N=C/c1ccccc1)c1cc(=O)n(C)c(=O)[nH]1	1	-3	1	1	10	-3	-4	4	-0.6
49	Cc1ccc(/C=C/C(=O)NCCc2cccc(Cl)c2)o1	-5	5	1	0	1	7	-6	4	0.0
50	CCCC12CN3CC(C)(CN(C1)C31CCCCC1)C2=O	5	5	1	0	5	-1	4	9	-0.4
51	COc1ccc(C(=O)N/C(=C/c2cccs2)C(=O)NCCCn2ccnc2)cc1OC	-1	-5	2	-11	-4	-2	13	2	-2.7
52	CCC1Oc2ccccc2N(CC(=O)NCc2ccco2)C1=O (stereo unspecified)	1	14	2	6	0	-4	-1	-6	0.5
53	COc1ccc(CCNC(=O)c2n[nH]c(=O)c3ccccc23)cc1	7	10	0	2	-1	-2	-1	-3	-0.1
54	Cc1ccc(S(=O)(=O)N2CCCc3cc(NC(=O)c4c(F)cccc4F)ccc32)cc1	12	19	1	-6	-13	-8	19	-1	3.2
55	CCOc1ccc(Nc2nc3ccccc3c(=O)s2)cc1	10	9	1	-4	2	1	-7	-2	1.7
56	CCOC(=O)c1ccc(Nc2cc(C)nc(C)c2C(=O)OCC)cc1	-7	-6	1	5	8	-6	-4	6	1.4
57	COc1ccc(N2CCN(C(c3cccs3)C(C)NS(=O)(=O)c3ccccc3)CC2)cc1 (stereo unspecified)	-5	-9	0	0	5	0	-2	1	0.6
58	Cc1ccccc1-n1c(=O)c2ccccc2n2c(=O)[nH]nc12	-3	-4	1	-1	4	-1	-2	7	0.4
59	Cc1cccc(NC(=O)c2nc[nH]c2C(=O)N[C@@H](C)C(=O)OC(C)(C)C)c1	10	3	-2	-5	-2	-4	-4	-3	1.6
60	CCCc1nc2c(ccc3ccccc32)cc1CC	3	8	0	1	6	-1	-6	12	0.1
61	COc1ccc(S(=O)(=O)N2CCOCC2)cc1Cl	0	1	2	6	6	0	-3	-3	0.1
62	O=C(CSc1nnc(-c2ccc(F)cc2)o1)NC1CCCCC1	4	-4	0	-1	0	1	10	3	-0.5
63	COCCN1Cc2cccc(C(=O)NCCCN3CCCC3=O)c2C1=O	-8	1	1	3	28	0	-3	0	-0.6
64	OCC1(Cc2ccccc2)CCCN(Cc2cnn(-c3ccccc3)c2)C1 (stereo unspecified)	-3	-42	1	-1	-2	-5	-4	3	4.7
65	O=C(Cn1nnc(-c2ccc(Cl)cc2)n1)NC1CC2CCC1C2 (stereo unspecified)	-2	-11	3	-5	1	-7	2	2	-0.3
66	Clc1ccc(C(c2nnnn2C2CCCCC2)N(Cc2cccnc2)Cc2ccco2)cc1 (stereo unspecified)	6	18	0	-1	-7	1	5	nt	0.3
67	O=C(c1nn(Cc2ccccc2)c(=O)c2ccccc12)N1CCc2ccccc2C1	3	0	-2	-7	-1	-6	1	1	2.2
68	Cc1cccc(NC(=O)C2CC3CCC2C3)c1C (stereo unspecified)	12	-7	0	-2	3	-4	-1	-1	0.8
69	COC(=O)Nc1ccc(S(=O)(=O)N2CCCC(C(=O)N3CCOCC3)C2)cc1 (stereo unspecified)	9	15	1	-4	-2	2	10	-7	-0.2
70	O=C(Nc1ccc(C2=CN(Cc3ccccc3)CCC2=O)cc1)OCc1ccccc1	2	3	2	2	5	1	-13	3	-0.5
71	Cc1ccc(Sc2ncccc2C(=O)NCc2cc([N+](=O)[O-])ccc2O)c(C)c1	15	-6	7	-8	7	1	-4	-2	-1.3
72	O=C(CCc1nc2ccccc2c(=O)[nH]1)OCC(=O)c1cccc(Cl)c1	2	-4	2	-4	0	-3	1	-4	0.5
73	Cc1nn(-c2ccccc2)c2nc(-c3ccco3)cc(C(=O)O)c12	-3	21	1	7	3	-1	-3	0	-0.6
